# Screening data deposited in PubChem by several laboratories.
# CRFBP-R2 agonist = CRF-BP/CRF-R2 complex agonism | AID 588473 | activation, % at 13.2 µM | HEK293 CRF-R2/CRF-BP, calcium dye fluorescence (FLIPR); percent of saturating CRF peptide response | actives 0.46% (n = 350,000);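 active = activation of at least 50%, plus an integration ratio under a set limit after plate pattern correction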;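 note: plate controls were neutral control wells without compound for no effect and CRF at EC100 for full effect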
# HCV NS3 hel inh = HCV NS3 helicase inhibition | NS3 helicase DNA unwinding, Cy5 molecular beacon fluorescence | AID 1800 | inhibition, % at 10.9 µM | actives 0.56% (n = 290,000);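 active = inhibition above the mean of all tested compounds plus 3 SD, set per campaign, cut at about 35% in these data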;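 note: 0% = DMSO wells and 100% = thioflavine S control wells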
#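 Test system: hepatitis C virus NS3 helicase domain fragment enzyme. Also added: annealed dual-labelled DNA beacon duplex, ATP-started. Timing: 60 min unwinding reaction at 25 °C after ATP addition. Technique: Cy5 fluorescence. Measure: % inhibition of unwinding.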
# MEKK2mut PB1 HTS = signal of MEK5 binding to mutant human MEKK2 PB1 domain | bead flow cytometry, Alexa488-MEK5 binding to MEKK2 mutant | percent response, % at 10 µM | actives 0.35% (n = 290,000); in the data active = percent response above about 24%, passing the limit was not always enough; note: inactives centre near 1; some results filed as inactive read as strong as hits; reference of the scale not given here
# MEKK3 PB1 HTS = MEKK3-MEK5 PB1 interaction, increase or decrease | Q99759 | bead-based flow cytometry, Alexa488-MEK5 binding to MEKK3; actives lie on both sides; 0 = blocked by unlabeled MEK5, 100 = vehicle | binding response (% of control), % at 10 µM | actives 1.4% (n = 290,000) | AID 1529;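 active = binding response more than 3 SD above or below the average of its plate-row segment, actives on both sides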;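 note: Alexa488 bead fluorescence after subtracting the streptavidin-only scavenger bead signal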
# Target sequence (Q99759 whole entry, looked up): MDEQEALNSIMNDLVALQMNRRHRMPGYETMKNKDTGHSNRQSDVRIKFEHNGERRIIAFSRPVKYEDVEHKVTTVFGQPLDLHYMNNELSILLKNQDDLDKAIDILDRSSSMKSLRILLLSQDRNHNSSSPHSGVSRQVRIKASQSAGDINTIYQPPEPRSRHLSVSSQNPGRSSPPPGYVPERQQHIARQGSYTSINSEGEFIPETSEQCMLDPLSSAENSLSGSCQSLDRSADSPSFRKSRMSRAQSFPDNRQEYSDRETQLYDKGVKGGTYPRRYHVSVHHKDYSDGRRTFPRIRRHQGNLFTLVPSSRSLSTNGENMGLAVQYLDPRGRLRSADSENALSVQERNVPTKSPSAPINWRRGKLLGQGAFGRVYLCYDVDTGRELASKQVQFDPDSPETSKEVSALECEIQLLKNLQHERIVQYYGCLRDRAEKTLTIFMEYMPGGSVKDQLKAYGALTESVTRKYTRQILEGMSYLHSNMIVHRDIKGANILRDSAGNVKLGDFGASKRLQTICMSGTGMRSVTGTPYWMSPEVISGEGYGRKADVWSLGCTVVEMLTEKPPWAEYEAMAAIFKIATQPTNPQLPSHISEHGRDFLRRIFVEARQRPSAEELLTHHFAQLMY
# DNA FID counter = fluorescent intercalator displacement, NS3 helicase counter-screen; DNA fluorescent intercalator displacement, fluorescence; inhibition, % at 7.9 µM; actives 0.17% (n = 290,000); in the data active = inhibition above about 37%;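 note: 0% = vehicle and 100% = reference compound; higher means more ethidium bromide displaced from hairpin DNA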
# CRFR2-BP antag = CRF-BP/CRF-R2 complex antagonism; HEK293 CRF-R2/CRF-BP, CRF-induced calcium fluorescence; inhibition, % at 11.8 µM; actives 0.59% (n = 350,000); AID 588475;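 active = inhibition of the ligand-induced calcium signal above about 50% at the single tested concentration, limit read from the data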
# SUMO HTRF inh = SUMOylation inhibition; AID 2006; P63279; HTRF SUMOylation assay, SAE1/SAE2 + UBC9, in vitro; actives 0.36% (n = 290,000); inhibition, % at 35 µM; in the data active = inhibition above about 50%, passing the limit was not always enough; note: strong numbers were not always called active
# Target sequence (P63279 whole entry, looked up): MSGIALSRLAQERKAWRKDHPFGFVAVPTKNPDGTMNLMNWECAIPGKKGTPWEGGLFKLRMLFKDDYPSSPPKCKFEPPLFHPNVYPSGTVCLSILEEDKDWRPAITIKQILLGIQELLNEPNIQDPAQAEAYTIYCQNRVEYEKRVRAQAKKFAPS
# GalR3 antagonist = antagonists of human GalR3; HEK293 GalR3-CNG cAMP membrane potential fluorescence; galR3 body fused to GalR1 C-terminus; inhibition, % at 3 µM; actives 0.44% (n = 360,000);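 active = inhibition above the screen-wide average plus 3 SD, cut at about 13% in these data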;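 note: forskolin and galanin both at EC90 stimulate the cells; cAMP rise reported by CNG channel membrane potential dye signal; 0% = forskolin plus galanin with DMSO and 100% = forskolin alone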
# Target sequence (O60755 1-299 limits assumed): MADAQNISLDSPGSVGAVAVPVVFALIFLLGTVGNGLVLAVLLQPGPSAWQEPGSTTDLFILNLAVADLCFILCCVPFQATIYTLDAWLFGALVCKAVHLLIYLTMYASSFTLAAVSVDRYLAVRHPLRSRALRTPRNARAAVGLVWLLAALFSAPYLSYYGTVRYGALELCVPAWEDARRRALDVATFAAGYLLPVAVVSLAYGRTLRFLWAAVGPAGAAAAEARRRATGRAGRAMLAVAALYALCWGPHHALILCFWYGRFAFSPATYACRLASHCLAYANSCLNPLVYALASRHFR
# MEKK2wt PB1 HTS = raises or lowers MEK5 binding to wildtype human MEKK2 PB1 domain | Q9Y2U5 | bead flow cytometry, Alexa488-MEK5 binding to MEKK2 WT; actives lie on both sides | binding response (% of control), % at 10 µM | actives 1.1% (n = 290,000) | AID 1531; in the data active = binding response below about 67% or above about 130%
# Starred values were filed as active, the others as inactive; x = no result given; [ ] = another dose, or the depositor's remark.
SMILES,CRFBP-R2 agonist,HCV NS3 hel inh,MEKK2mut PB1 HTS,MEKK3 PB1 HTS,DNA FID counter,CRFR2-BP antag,SUMO HTRF inh,GalR3 antagonist,MEKK2wt PB1 HTS
CCOC(=O)[C@@H]1[C@H]2COc3ccc(Br)cc3[C@H]2N2C(=O)N(c3ccc(F)cc3)C(=O)[C@]12C,3.6,-13,-1,101,-28,1,-7,-2,97
Cc1cccc(-n2nnnc2SCC(=O)c2cc(C)n(Cc3ccco3)c2C)c1,5.2,9,1,103,-6,-11,29,-2,103
Cc1cc(C)n(CC(O)COc2ccccc2Br)n1 (centres undefined),-0.6,-4,-1,102,-21,1,-9,-10,104
Cc1ccc(C)c(SCC(=O)c2ccc[nH]2)c1,30,-4,1,99,-8,-10,0,-5,97
CCOc1ccc(OCC)c(NS(=O)(=O)c2cccc3nsnc23)c1,-0.6,-3,2,110,-7,6,-3,-5,102
Cc1sc(NC(=O)c2ccccc2)c(C(c2ccccn2)N2CCN(CCO)CC2)c1C (centres undefined),0.7,-23,0,140*,1,-27,20,-2,111
COc1ccccc1-n1c(CNc2ccc(F)cc2)nnc1SCC(=O)Nc1cc(C)on1,-0.8,-6,4,103,-29,-8,0,-4,96
Cc1ccsc1/C=N/NC(=O)CNC(=O)c1ccc(S(=O)(=O)N(C)C)cc1,-2.2,-1,x,x,-8,-7,3,-4,x
Cc1ccc(Nc2nc(N)nc(CSC(=S)N3CCOCC3)n2)cc1,-3.4,1,-1,101,-20,6,-7,-3,100
Cc1ccc2c(c1)N(C(C)C(=O)NCCc1ccccc1)C(=O)CO2 (centres undefined),-1.2,3,0,100,-12,1,-8,-2,96
Cc1ccc(S(=O)(=O)N2CCN(CC(=O)Nc3ccc(N4CCOCC4)cc3)CC2)cc1C,-1.1,-3,33,108,-33,-10,-5,2,111
COC(=O)c1c(NS(=O)(=O)c2cccs2)sc2c1CCCC2,0.9,10,-4,100,-12,26,16,-5,95
O=C(Nc1ccc(Br)cc1)c1cccc(S(=O)(=O)Nc2ccccn2)c1,-3.3,-2,-1,99,-15,-4,25,-6,98
CCCN(C(=O)COC(=O)CCOc1ccccc1C)c1c(N)n(Cc2ccccc2)c(=O)[nH]c1=O,0.3,-6,8,103,-33,-2,5,0,105
CC(C)(C)c1ccc(C(=O)NC(=S)N2CCCCCC2)cc1,1.5,-3,8,108,-33,-11,41,6,108
Cc1cccc(C)c1OCc1cc(C(=O)N2CCC(c3ccncc3)CC2)no1,-2.1,-6,3,103,-39,17,6,2,107
COc1ccc(C(=O)Cc2ccc(OC)c(OC)c2)c(OC)c1,-1.5,-15,0,96,-22,27,-9,-1,96
O=C(CCCn1c(=S)[nH]c2ccsc2c1=O)NCCc1ccccc1,-1.4,-7,1,101,-23,3,7,-10,101
Cc1ccc(Oc2ccc(-c3nnc(-c4ccccc4)o3)cc2[N+](=O)[O-])cc1C,x,-5,-3,94,1,x,8,x,95
CCCCn1ccnc1C(=O)c1cccc(S(=O)(=O)N2c3ccccc3CC2C)c1 (centres undefined),3.8,7,14,105,-25,3,-1,5,102
CCOC(=O)C1=C(C)NC(C)=C(C(=O)OCC)C1C(=O)OCC(=O)N1CCc2ccccc21,-4.2,-5,1,99,-34,-12,-9,-1,100
CCN(CCn1cccn1)C(=O)CCc1nnc(C2CCCCC2)o1,1.3,5,-21,85,-16,30,11,11,85
CCCN(CCC)CCOc1cc(C)ccc1C(C)C,-1.7,-16,-3,93,6,-32,12,-10,93
CCOc1ccc(NC(=S)NNC(=O)c2ccc(Br)cc2)cc1,-0.8,2,-10,93,-8,-4,-66,-2,90
CS(=O)(=O)Nc1ccc(C(=O)N2CCN(c3ccccc3)CC2)cc1,1.4,3,0,100,-8,19,-5,-6,99
CC1=NN(c2nc(-c3ccc(Cl)cc3)cs2)C(=O)C1,-3.2,25,-8,104,-1,19,47,-2,90
CCOc1ncccc1C(=O)OCC(=O)Nc1ncc(C(F)(F)F)cc1Cl,1.4,4,-2,106,-6,2,-13,-3,101
CN1c2ccc(Cl)cc2C(=O)NC1c1ccc([N+](=O)[O-])s1 (centres undefined),-0.5,-1,5,101,14,-33,5,-4,103
NS(=O)(=O)c1ccc(Sc2ccc3ccccc3c2)nc1,-1.4,15,-8,101,-24,13,-13,-5,95
COc1cccc(C2=CC(c3cccc(OC)c3OC)n3nnnc3N2)c1 (centres undefined),-8.8,-17,-12,80*[inhibitor],-17,19,-1,-4,87
CC(C)C(=O)c1ccc(O)c(O)c1,-1.7,-1,-33,70*[inhibitor],-4,-5,9,-2,68
COc1ccc(CCNC(=O)COc2ncnc3ccccc23)cc1,-2.7,3,-1,109,-4,6,13,-3,108
Cc1cc(C)n(C(=O)c2cc([N+](=O)[O-])cc([N+](=O)[O-])c2)n1,2.2,-15,12,103,1,7,9,3,101
Cn1nccc1C(=O)N/N=C/c1ccccc1[N+](=O)[O-],-2.6,4,9,102,-1,7,9,-2,103
Cc1cc(C)c(C(=O)N2CCCC(C(=O)c3cc(F)ccc3F)C2)o1 (centres undefined),0.3,-4,-19,106,-29,6,23,-1,87
N#Cc1c(N(CCO)CCO)nc(N)c2c(N)nc3c(c12)CC(=O)N3Cc1cccs1,5.2,-13,-11,88,0,-5,99,x,89
O=C(CCN1C(=O)/C(=C\c2cccc(Br)c2)SC1=S)N1CCOCC1,-0.2,-3,4,99,-4,64*,-6,-1,100
COc1ccc(N2CC(C(=O)N3CCc4ccccc43)CC2=O)cc1 (centres undefined),-0.7,-2,6,101,-32,0,-10,2,106
CCOC(=O)COc1coc(CN2CCN(c3ccccc3)CC2)cc1=O,0.1,6,2,102,-17,-7,8,-7,103
O=S(=O)(Cc1ccccc1Cl)NCc1ccccc1,-0.1,-3,4,103,-5,0,-10,-2,103
Cc1noc(C)c1C(=O)Nc1nc2ccc(S(C)(=O)=O)cc2s1,-0.9,6,12,108,-10,8,-2,-1,112
Cc1cc([N+](=O)[O-])ccc1NC(=S)NC(=O)Cc1ccccc1,0.9,2,7,109,8,-13,16,2,106
CSC1=C(C#N)C(c2ccccc2Cl)C(C(C)=O)=C(C)N1 (centres undefined),1.3,1,6,95,1,11,20,-6,100
O=C(O)CSc1c[nH]c2ccccc12,1.4,10,1,104,0,-5,6,-7,106
COc1ccc(NS(=O)(=O)c2ccc(O)c(NC(=O)c3cc4c(C)nn(-c5ccc(F)cc5)c4s3)c2)cc1,93*,9,-1,96,-1,-77,82*,x,92
Cc1cc2cc(CNC(=O)Nc3ccccc3)ccc2n1C,0.9,-19,4,87,-1,3,2,-3,-4.0*[inhibitor]
CCOc1ccccc1NC(=O)c1cccc(NC(=O)CC(c2ccccc2)c2ccccc2)c1,-0.6,-23,1,103,-7,-53,10,-2,106
CCOC(=O)c1cc(C(C)=O)c(=O)[nH]c1C,-0.3,15,0,106,-3,5,14,1,98
CCN(c1ccccc1)S(=O)(=O)c1ccc(Cl)c(NC(=O)CSc2ncn[nH]2)c1,-1.2,-7,10,94,-13,3,16,-2,107
COc1ccc(CC(=O)Nn2c(-c3ccccc3)nc3ccccc3c2=O)cc1,1.6,7,-2,107,-13,-5,6,1,106

# Looked up above:
# COc1ccc(CC(=O)Nn2c(-c3ccccc3)nc3ccccc3c2=O)cc1 | GalR3 antagonist = 1
# CCOc1ccccc1NC(=O)c1cccc(NC(=O)CC(c2ccccc2)c2ccccc2)c1 | MEKK2wt PB1 HTS = 106

# The main list resumes with the 3 entries that preceded the break.
SMILES,CRFBP-R2 agonist,HCV NS3 hel inh,MEKK2mut PB1 HTS,MEKK3 PB1 HTS,DNA FID counter,CRFR2-BP antag,SUMO HTRF inh,GalR3 antagonist,MEKK2wt PB1 HTS
CCOC(=O)c1cc(C(C)=O)c(=O)[nH]c1C,-0.3,15,0,106,-3,5,14,1,98
CCN(c1ccccc1)S(=O)(=O)c1ccc(Cl)c(NC(=O)CSc2ncn[nH]2)c1,-1.2,-7,10,94,-13,3,16,-2,107
COc1ccc(CC(=O)Nn2c(-c3ccccc3)nc3ccccc3c2=O)cc1,1.6,7,-2,107,-13,-5,6,1,106
C=CCNC(=O)CN(CCc1ccccc1)S(=O)(=O)c1ccccc1,-0.5,-5,5,105,-20,-9,-18,-6,109
O=C(O)c1cc([N+](=O)[O-])ccc1N1CCC(Cc2ccccc2)CC1,-1.0,12,5,105,-33,6,5,-4,100
O=C(Nc1ccc(N2CCN(C(=O)c3cccs3)CC2)cc1)c1ccccc1Cl,-2.3,-4,-2,99,-28,3,-8,-7,100
CC(C)(C)c1cc(/C=N/O)cc(C(C)(C)C)c1O,-0.2,4,1,103,-7,-42,-14,-6,105
Cc1ccc(OS(=O)(=O)c2ccc(-c3csc(C)n3)s2)c(C)c1,6.4,-4,8,107,-4,-9,9,-6,103
CC1CC1C(=O)Nc1nc(-c2ccccc2)cs1 (centres undefined),-1.4,-1,-4,96,-3,21,-6,-5,90
c1nc(NC2CCCCCC2)c2[nH]cnc2n1,-1.0,6,13,111,-2,-18,12,1,116
COc1ccc(S(=O)(=O)NC(C)C(=O)NCC2CCCO2)cc1OC (centres undefined),1.9,4,0,100,-1,-2,9,-3,98
CC1=CC(=O)[C@H]2C(C)(C)CCC[C@]2(C)[C@@]1(O)CO,0.2,15,5,105,-3,3,1,0,106
O=C(Oc1ccc2ccccc2c1)C1CCC1,1.0,-12,9,102,-6,43,-1,-5,109
Cc1ccc(S(=O)(=O)N/N=C/C(C)(C)CO)cc1,-1.0,-1,12,97,0,9,1,1,99
CCc1cc2c(NCc3ccccc3)nc(C)nc2s1,-3.4,-1,7,103,-15,17,4,-13,105
C=CCOC(=O)C1=C(C)Nc2nnnn2C1c1ccc(OC)cc1OC (centres undefined),-1.8,-3,6,99,-11,-46,14,-3,101
COc1cc(/C=N/NC(=O)c2cccnc2)ccc1OS(=O)(=O)c1ccc(F)cc1,-1.4,-7,2,106,-1,2,-2,-3,106
CCCCn1c(=N)n(CC(=O)C(C)(C)C)c2ccccc21,-1.8,-7,-2,96,-5,5,18,-1,99
Cc1sc2nc(C(C)C)oc(=O)c2c1C,0.7,2,4,110,-3,-1,8,-2,114
CCCN(CC(=O)Nc1ccc(Cl)cc1Cl)C(=O)CC(NC(C)=O)c1ccccc1 (centres undefined),-2.9,-16,4,104,-42,-18,-4,-4,105
CC(C)NC(=S)NC1(C)CCS(=O)(=O)C1 (centres undefined),-1.7,-8,-1,89,-19,4,22,-3,98
Cc1ccc(-c2nc3ncccc3o2)cc1NC(=O)c1ccco1,0.9,3,-2,91,-8,5,x,0,93
COc1ccc(-c2cc(-c3ccccc3)nc(N3CCCC3)n2)cc1OC,0.0,21,6,104,-20,-9,-2,-5,109
COc1cc(NC(=O)c2ccc(Cl)cc2Cl)ccc1-c1cc2ccccc2oc1=O,6.0,-3,-6,83,0,-5,24,-3,92
COc1cc2c(cc1OC)CN(C(=O)CSc1n[nH]c(N)n1)CC2,0.0,30,9,105,-3,-5,5,-3,108
CC(C)CN(CC(C)C)S(=O)(=O)N1CCC(C(=O)NC2CCCCCCC2)CC1,-0.5,-3,-5,79,-3,-6,-2,-6,80
CC(C)Oc1cc(NC(=O)CS(=O)CC(=O)N(C)C)c(Cl)cc1Cl (centres undefined),-1.1,-4,-29,64,-6,-13,5,-3,72
NC(=O)NC(=O)CSc1nc(C2CCCCC2)n(-c2ccccc2)n1,0.2,-4,-1,101,-8,-8,-2,-5,100

# The list is partial; rates above refer to the full screens.
